GRK2 aptamer HTS = human GRK2 inhibition via aptamer displacement; AID 488847; bead flow cytometry, FAM-aptamer displacement from GRK2; P25098; 0.59% of 330,000 active; inhibition of aptamer binding, % at 10 µM;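 active = inhibition of aptamer binding above 40%, roughly 3 SD of noise, on plates passing a quality check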;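 also: median bead fluorescence of bound FAM aptamer so fluorescent compounds give negative values; no value below 0 was filed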
CIT2 TOR yeast = alters CIT2-GFP fluorescence in TOR pathway yeast screen. 0.065% of 320,000 active. AID 2029. S. cerevisiae CIT2-GFP strain, flow cytometry, 3 h; 100 means same as DMSO wells. GFP response vs DMSO, % at 10 µM;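 active = GFP response relative to DMSO above a set limit, near the screen mean plus 3 SD, cut at about 150% in these data; inconclusive = Fewer than 70 cells measured for a yeast strain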;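 also: ratio of well median GFP fluorescence to mean of DMSO wells on the plate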
VLA-4 inh = inhibition in a human VLA-4 binding assay | VLA-4 expressing cells, ligand binding flow cytometry | 0.2% of 330,000 active | P13612 | AID 2557 | inhibition, % (about 7 µM as worked out from the volumes in the protocol); in the data active = inhibition above about 50%
Target sequence (P13612 whole entry, looked up): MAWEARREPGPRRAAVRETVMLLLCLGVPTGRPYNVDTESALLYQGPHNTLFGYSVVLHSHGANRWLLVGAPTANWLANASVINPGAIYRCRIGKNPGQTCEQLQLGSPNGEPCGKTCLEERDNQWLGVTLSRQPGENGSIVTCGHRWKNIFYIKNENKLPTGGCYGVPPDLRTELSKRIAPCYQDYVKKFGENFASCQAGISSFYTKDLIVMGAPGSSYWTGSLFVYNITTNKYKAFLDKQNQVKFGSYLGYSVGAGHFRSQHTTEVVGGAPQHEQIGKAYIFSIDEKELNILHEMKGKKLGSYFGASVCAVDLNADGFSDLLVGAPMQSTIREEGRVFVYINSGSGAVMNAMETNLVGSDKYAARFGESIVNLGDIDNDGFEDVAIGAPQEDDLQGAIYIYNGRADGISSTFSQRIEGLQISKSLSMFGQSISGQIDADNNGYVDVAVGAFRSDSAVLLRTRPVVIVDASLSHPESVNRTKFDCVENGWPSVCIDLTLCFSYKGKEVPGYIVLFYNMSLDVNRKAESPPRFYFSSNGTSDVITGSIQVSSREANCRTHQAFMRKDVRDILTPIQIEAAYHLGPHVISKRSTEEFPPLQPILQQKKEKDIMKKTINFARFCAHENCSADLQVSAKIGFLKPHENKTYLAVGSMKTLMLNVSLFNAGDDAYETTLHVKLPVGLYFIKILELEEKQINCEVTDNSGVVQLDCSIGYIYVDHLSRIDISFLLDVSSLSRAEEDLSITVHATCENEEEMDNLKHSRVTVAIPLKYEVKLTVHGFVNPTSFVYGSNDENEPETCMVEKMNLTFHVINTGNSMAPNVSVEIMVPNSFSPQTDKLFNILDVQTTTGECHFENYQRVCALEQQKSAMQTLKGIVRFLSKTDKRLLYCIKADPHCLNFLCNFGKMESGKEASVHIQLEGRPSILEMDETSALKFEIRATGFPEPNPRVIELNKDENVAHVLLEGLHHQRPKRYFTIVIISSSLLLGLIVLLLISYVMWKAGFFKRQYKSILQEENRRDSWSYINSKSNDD
LAP4-GFP MLPCN = yeast TOR pathway LAP4-GFP modulation; GFP response vs DMSO, % at 10 µM; 0.34% of 320,000 active; S. cerevisiae LAP4-GFP multiplex, flow cytometry GFP, 3 h; median GFP as percent of DMSO wells;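 active = GFP response vs DMSO above a set limit, about the screen mean plus 3 SD, cut at about 150% in these data; inconclusive = under 70 cell events counted for the yeast strain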
RPL19A-GFP yeast = yeast TOR pathway RPL19A-GFP modulation | S. cerevisiae RPL19A-GFP strain, flow cytometry, 3 h; hits give low values | percent response vs DMSO, % at 10 µM | 0.3% of 330,000 active;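 active = percent response vs DMSO below 50%; inconclusive = fewer than 70 events counted for the yeast strain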;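 also: median channel GFP fluorescence of the barcoded RPL19A-GFP strain; ratio of sample median GFP to plate DMSO average so 100% = DMSO; lower means less RPL19A-GFP as with rapamycin TOR inhibition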
AGP1 TOR yeast = alters AGP1-GFP fluorescence in TOR pathway yeast screen; 0.02% of 320,000 active; AID 2066; S. cerevisiae AGP1-GFP multiplex flow cytometry, 3 h; GFP as percent of DMSO wells; GFP response vs DMSO, % at 10 µM;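 active = GFP response relative to DMSO above a set limit, near screen average plus 3 SD, cut at about 150% in these data; inconclusive = fewer than 70 cells counted for the yeast strain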;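 also: median GFP channel fluorescence of the gated AGP1 strain per well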
MEP2-GFP yeast = yeast TOR pathway MEP2-GFP modulation; S. cerevisiae MEP2-GFP strain, flow cytometry GFP, 3 h; 100% = DMSO control level; GFP response vs DMSO, % at 10 µM; 0.51% of 330,000 active;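 active = GFP response versus DMSO above a set limit, roughly screen mean plus 3 SD, cut at about 180% in these data; inconclusive = fewer than 70 cells counted for a yeast strain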;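 also: median GFP fluorescence of the barcode-gated MEP2-GFP cells per well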
Yeast superoxide = lowers age-related superoxide in aged yeast cells. superoxide response (% of plate mean), % at 10 µM. 0.18% of 330,000 active. AID 2690. S. cerevisiae aged cells, superoxide DHE fluorescence; hits give low values;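 active = superoxide response under a set limit, about three screen SD below normal, cut at about 65% in these data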;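 also: yeast aged for seven days with compound at 30 °C before DHE staining; 100% = average MFI of all compound-treated wells on the plate with controls excluded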
* = called active by the depositor; i = inactive; ? = inconclusive; . = not tested or not shown; [ ] = another dose, or the depositor's remark.

Compound	GRK2 aptamer HTS	CIT2 TOR yeast	VLA-4 inh	LAP4-GFP MLPCN	RPL19A-GFP yeast	AGP1 TOR yeast	MEP2-GFP yeast	Yeast superoxide
Cc1ccc(-n2ncc3c2CC(C)(C)CC3NC(=O)CN2CCCC2=O)cc1 (stereo not drawn)	1	99	1	93	103	100	98	106
Cc1cc(=O)n2c(C(=O)Nc3ccc(C(=O)OC(C)C)cc3)c(C(=O)Nc3ccccc3)sc2n1	2	109	0	110	116	108	106	104
COCC(=O)Nc1ccc(C(N)=O)cc1	6	98	24	99	99	102	104	99
O=c1[nH]c(CSc2nnc(COc3ccccc3)n2-c2ccccc2)nc2ccccc12	0	.	8	90	90	93	87	106
CN(C)S(=O)(=O)c1cccc(C(=O)NC(=S)N(CCC#N)Cc2cccnc2)c1	0	88	20	92	89	92	88	112
Cc1cccnc1NC(=O)c1ccc(Cl)c(S(=O)(=O)N2CCCCC2)c1	6	106	-5	95	101	102	100	106
Cc1ccc2c(c1)cc(CN(Cc1ccc3c(c1)OCO3)S(=O)(=O)c1ccccc1)c1nnnn12	1	105	5	120	113	113	109	101
COc1ccccc1NC(=S)NCCc1ccc(S(N)(=O)=O)cc1	0	79[may fluoresce red]	2	?	?	85[may fluoresce red]	83[may fluoresce red]	89
Cc1ccc(C(=O)Nc2cccc(C(F)(F)F)c2)cc1NC(=O)c1[nH]cnc1C(N)=O	1	89	6	95	114	94	101	90
CCC(=O)Nc1nc2c(c(=O)[nH]1)CCCC2	0	93	1	98	100	92	97	124
COc1ccc(-c2nc3ccccc3c(=O)n2CCCN2CCOCC2)cc1	0	108	11	113	104	105	109	114
Nc1ncnc2nc(SCCc3ccccc3)[nH]c12	1	.	-3	95	102	103	101	100
O=C(Nc1nc2n(n1)C(c1ccc(Cl)cc1)CC(c1ccc(Cl)cc1)N2)c1ccco1 (stereo not drawn)	0	106	7	110	101	.	103	90
COc1ccc(C(C)(C)C)cc1NC(=O)COC(=O)CN1C(=O)NC2(CCCCC2C)C1=O (stereo not drawn)	1	89	-2	116	96	99	104	93
Cc1nonc1NC(=O)CSc1nc2ccccc2o1	0	114	1	95	102	105	109	101
CCOc1ccccc1NS(=O)(=O)c1ccc2c(c1)NC(=O)CCS2	3	107	4	98	101	103	100	105
CCN(CC(=O)Nc1cccc(OC)c1)CC(=O)Nc1ccc(Br)c(C)c1	3	108	5	97	107	100	104	101
CN1CCN(c2ccc(C(=O)c3cn(-c4ccc(F)c(Cl)c4)nn3)cc2)CC1	0	100	-13	109	106	103	97	97
CN(C)S(=O)(=O)Nc1ccc(NS(=O)(=O)N(C)C)c(S(=O)(=O)c2ccccc2)c1	22	103	-5	98	102	104	91	93
CC1CC(C)(C)CC(=O)C1C(=O)c1ccccc1 (stereo not drawn)	4	91	2	108	99	94	102	103
COc1ccc(S(=O)(=O)Nc2cc(Cl)ccc2OC)cc1	4	98	-4	104	94	97	99	89
COc1ccccc1-[n+]1c(C)cc(/C=C2\Sc3ccccc3N2C)cc1C	68*	129	-17	130	107	109	142	97
COC(=O)c1sc(S(=O)(=O)N2CCN(CCO)CC2)c(C(=O)OC)c1C	1	95	-8	102	100	111	102	96
Cc1c(C(=O)O)sc2c1c(=O)n(Cc1ccccc1)c(=O)n2C	0	113	-17	110	104	104	120	103
Cc1c(C(=O)N(C)CCn2ccnc2C)oc2c(F)cccc12	0	102	3	93	103	101	110	98
CC(C)(C)C1CCC(OC(=O)c2cncc(Br)c2)CC1 (stereo not drawn)	0	109	7	99	119	109	100	95
CCN(CC)CCN(C(=O)c1ccc2ncsc2c1)c1nc2cc3c(cc2s1)OCO3	0	94	12	112	99	106	102	111
CCOC(=O)CSc1nnc(CSc2nc3ccccc3s2)n1C	0	87	7	96	93	95	99	103
O=C(/C=C/c1ccc(F)cc1)c1cc(Br)ccc1O	4	117	-4	102	106	110	109	94
O=C(O)c1sccc1SCc1ccc(Cl)c(Cl)c1	4	70	19	123	91	81	102	96
C=C1c2ccccc2NC(=S)N1Cc1ccc2c(c1)OCO2	3	95	-1	108	97	103	99	94
Cn1c(=O)c(Oc2ccc(F)cc2)c(O)c2ccccc21	0	94	-8	95	103	98	99	108
O=C(C1CCOCC1)N1CCC(CO)(CCc2ccccc2)CC1	2	88	3	108	99	97	92	105
O=C(CN1CCN(S(=O)(=O)c2ccc(Cl)cc2)CC1)c1ccc(O)c(O)c1	0	101	6	98	99	102	106	109
CC1=Nc2ccccc2NC(=O)C1Sc1nnc(C)s1 (stereo not drawn)	4	87	-6	102	96	97	92	82
O=C(Nc1nccs1)c1cn(-c2ccccc2)nc1-c1ccncc1	0	93	-5	100	93	100	97	97
O=C(NCC(c1cccnc1)N1CCN(c2ccccc2)CC1)OCc1ccccc1 (stereo not drawn)	0	91	8	92	91	92	93	83
CCOC(=O)c1[nH]c(C)c(CC(C)C)c1C	2	87	18	107	93	88	97	89
Cn1c(SCC(=O)NNC(=O)c2ccc(Cl)cc2)nnc1-c1cccnc1	0	95	0	106	99	86	69	94
COc1ccc(N(C(=O)C(C)C)S(=O)(=O)c2ccc3ccccc3c2)cc1	0	101	0	82	92	92	91	99
COc1cc(C2Nn3c(nnc3-c3ccccc3OC)S2)ccc1O (stereo not drawn)	0	126	-6	85	106	110	107	100
CC1CCN(CCCCOc2ccc(F)cc2)CC1	5	102	38	95	100	102	101	88
NC(=O)Cc1ccc(C(=O)c2ccc(Cl)cc2Cl)s1	2	99	-13	102	97	100	95	98
O=C(NCCc1ccccc1)C1CCN(S(=O)(=O)c2ccc(-c3nn[nH]n3)cc2)CC1	6	106	13	113	100	105	103	107
COc1ccc(S(=O)(=O)N2CCN(C(=O)c3cccnc3)CC2)cc1OC	3	114	-2	97	108	117	123	90
O=C(O)CSc1nccn1-c1cccc(Cl)c1	4	97	-4	100	106	100	120	122
CCn1c(SCC(=O)Nc2nccc(C)n2)nc2ccccc21	18	92	-2	106	101	100	100	92
CCOC(=O)c1c(C)n(C)c2ccc(OCC(O)CN3C(=O)c4ccccc4S3(=O)=O)cc12 (stereo not drawn)	0	99	-2	93	95	98	96	89
COC(=O)CC1C(=O)NC2CCCCC2N1C(=O)c1ccccc1 (stereo not drawn)	2	101	3	100	98	108	103	89
Cc1ccc(S(=O)(=O)Cn2nnnc2CN2CCCC3(CCCCC3)C2)cc1	4	95	-1	98	96	100	99	87
COc1ccccc1NC(=O)CCC(=O)c1ccc(-c2ccccc2)cc1	0	100	-17	97	103	94	104	83
O=C1OC(c2ccc3c(c2)OCO3)=N/C1=C\c1ccc(C(=O)O)cc1	53*	100	0	88	91	94	89	101
O=C(O)c1c(F)c(F)cc2ccccc12	0	85	16	91	92	92	90	109
Cc1csc(N2CCc3ccccc32)n1	2	96	8	101	97	105	100	99
Cc1[nH]c(=S)c(C#N)c(-c2ccco2)c1C(=O)N(C)C	0	105	2	96	97	102	92	103
Cc1nc(S(=O)(=O)Nc2ccccc2C(=O)NCC2CC2)cn1C	0	90	11	111	99	109	98	96
CCOc1ccccc1C(=O)NCC(=O)OCCCOC(=O)CNC(=O)c1ccccc1OCC	2	94	5	110	95	100	97	93
CCC(C(=O)O)N1C(=O)C2CCCCC2C1=O (stereo not drawn)	2	107	9	94	112	102	101	107
COc1ccc(-c2noc(COc3ccc(C)c(C)c3)n2)cc1OC	0	85	7	95	90	86	88	89
CCc1ccc(NC(=O)c2c(C(=O)Nc3ccccc3)sc3nc(C)cc(=O)n23)cc1	3	89	23	107	95	97	90	92

More entries
Compound	GRK2 aptamer HTS	CIT2 TOR yeast	VLA-4 inh	LAP4-GFP MLPCN	RPL19A-GFP yeast	AGP1 TOR yeast	MEP2-GFP yeast	Yeast superoxide
Cn1ncc2c(N3CCCCC3)nc(NCCCO)nc21	0	102	19	105	98	104	102	93
CCOc1ccccc1NC(=O)CC(O)(C(F)(F)F)C(F)(F)F	0	91	2	99	97	96	98	100
Cn1c(SCC(=O)N2CCCCCC2)nnc1-c1ccco1	0	93	6	89	98	93	97	102
CN(C)C(=O)N=NC(=O)N(C)C	0	88	-6	105	94	87	99	92
CCOC(=O)CN1C(=O)N[C@@H](CCc2ccccc2)C(C(C)=O)=C1C	0	98	-19	123	100	91	99	83
CCOc1cc(C2C3=C(CCCC3=O)Nc3ccc4ncccc4c32)ccc1O (stereo not drawn)	0	.	5	98	99	109	107	95
O=C(OCc1c(-c2ccccc2)ncc2ccccc12)c1cccc(Br)c1	1	85	-2	133	94	99	87	86
CCCCNC(=O)NCc1cnn(C)c1C	0	91	4	87	98	96	100	113
CCOC(=O)CN1C(=O)S/C(=C/C=C/c2ccc(N(C)C)cc2)C1=O	0	92	i	89	95	90	90	132
Cc1ccc2[nH]c(=O)c(CN(CC3CCCO3)C(=O)c3ccncc3)cc2c1 (stereo not drawn)	1	113	3	107	106	111	117	103

Of the compounds above, 2 contain a tert-butyl group.
Compound	GRK2 aptamer HTS	CIT2 TOR yeast	VLA-4 inh	LAP4-GFP MLPCN	RPL19A-GFP yeast	AGP1 TOR yeast	MEP2-GFP yeast	Yeast superoxide
COc1ccc(C(C)(C)C)cc1NC(=O)COC(=O)CN1C(=O)NC2(CCCCC2C)C1=O (stereo not drawn)	1	89	-2	116	96	99	104	93
CC(C)(C)C1CCC(OC(=O)c2cncc(Br)c2)CC1 (stereo not drawn)	0	109	7	99	119	109	100	95

From PubChem BioAssay
